L3MBTL1 block = qHTS Assay for the Inhibitors of L3MBTL1; actives 0.66% (n = 230,000); AlphaScreen L3MBTL1–H3K9me1 peptide binding; Potency, µM (titrated, usually from 57.1 µM), without a hit: top-dose activity, negative = inhibition, usual class: inhibitors; also: nearly all actives have a fitted effect of over 60% in size
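AlphaScreen proximity signal between nickel-chelate acceptor and streptavidin donor beads (final 10 ug/mL) reports binding of 50 nM L3MBTL1 to 75 nM biotin-H3 K9me1 peptide; complex incubated with compounds 30 min at room temperature; cefsulodin titration as control.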
TR SRC2 fluor cs = Total Fluorescence Counterscreen for Inhibitors of the Interaction of Thyroid Hormone Receptor and Steroid Receptor Coregulator 2; Potency, µM (doses to about 106 µM), without a hit: top-dose fluorescence change, negative = quenching; TRb/SRC2 Texas Red total fluorescence interference; actives 0.29% (n = 280,000); active = well fitted curve in either direction with a large enough effect; inconclusive = small, poorly fitted or top-dose-only effect
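Flags fluorescent or light-absorbing compounds by total fluorescence, S + 2P, at 555 nm excitation and 632 nm emission. Mixture: 20 nM Texas Red SRC2 peptide, 0.6 uM human TRb LBD, 1 uM T3, 5% DMSO; compound exposure 5 h at ambient temperature.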
Tau fluor counter = Counterscreen qHTS for Inhibitors of Tau Fibril Formation, Fluorescence Polarization; Potency, µM (top dose mostly 57.7 µM), for inactives: top-dose activity change, negative = decrease; actives 0.93% (n = 280,000); tau K18 P301L Alexa594 fluorescence, heparin fibrillization; also: nearly all actives have a fitted effect of over 55% in size
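Human K18 P301L tau (15 uM unlabeled plus 0.24 uM Alexa 594-labeled, final) in 100 mM sodium acetate pH 7 was mixed with compound and 20 uM heparin and incubated 6 hr at 37 C.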
ALDH1A1 inh = qHTS Assay for Inhibitors of Aldehyde Dehydrogenase 1 (ALDH1A1); Aldehyde dehydrogenase 1A1 (Homo sapiens), P00352; Purified ALDH1A1, NADH fluorescence, propionaldehyde substrate; actives 7.3% (n = 220,000); Potency, µM (titrated, usually from 75.3 µM), without a hit: at the highest dose activity, negative = inhibition, most hits filed as inhibitors; active = well fitted inhibition curve with a large enough effect, not every such curve was filed as active; inconclusive = small, poorly fitted or top-dose-only effect, or another doubt; inactive = no such curve, though single readings can be large or run the other way;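 also: plate controls were no enzyme wells and a reference inhibitor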
Target sequence (P00352 whole entry, looked up): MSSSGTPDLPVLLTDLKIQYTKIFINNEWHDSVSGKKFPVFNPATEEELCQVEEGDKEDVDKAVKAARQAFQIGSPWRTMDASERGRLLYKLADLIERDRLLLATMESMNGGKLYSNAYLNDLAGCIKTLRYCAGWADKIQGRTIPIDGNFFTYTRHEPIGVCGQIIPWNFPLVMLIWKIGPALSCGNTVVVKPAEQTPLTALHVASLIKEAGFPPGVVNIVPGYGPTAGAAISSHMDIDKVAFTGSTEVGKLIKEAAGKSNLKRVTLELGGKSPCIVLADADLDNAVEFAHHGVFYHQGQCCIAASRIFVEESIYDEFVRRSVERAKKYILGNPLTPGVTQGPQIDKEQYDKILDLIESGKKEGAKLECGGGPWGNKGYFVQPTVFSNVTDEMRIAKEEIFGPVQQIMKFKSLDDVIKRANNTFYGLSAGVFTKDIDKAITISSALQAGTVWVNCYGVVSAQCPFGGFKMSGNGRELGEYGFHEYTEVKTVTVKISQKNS
Tau FP inhib = qHTS for Inhibitors of Tau Fibril Formation, Fluorescence Polarization. Microtubule-associated protein tau (Homo sapiens), P10636. K18 P301L tau heparin fibrillization, Alexa594 FP, 6 h. Potency, µM (doses to about 57.7 µM), inactives show at the highest dose activity, negative = inhibition, hits mostly inhibitors. actives 0.39% (n = 280,000); also: nearly all actives have a fitted effect of over 55% in size
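FP of Alexa 594-tau after heparin (20 uM) induction. Substrate: human K18 P301L, 15 uM unlabeled, 0.24 uM labeled. Buffer 100 mM sodium acetate pH 7. 6 hr, 37 C.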
GLA spleen mod = qHTS Assay for Inhibitors and Activators of Human alpha-Galactosidase From Spleen Homogenate; Alpha-galactosidase A (Homo sapiens), P06280; human spleen homogenate, 4MU-alpha-Gal fluorescence, 40 min; Potency, µM (highest dose often 80 µM), without a hit: top-dose activity change, negative = inhibition, usual class: inhibitors; actives 0.008% (n = 240,000); AID 2107, 2009;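 also: 0% = enzyme with vehicle and -100% = no enzyme basal signal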
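Spleen homogenate 1 ug + cpd (titration) + 4-MU-alpha-D-galactopyranoside 1 mM; 37C 40 min; 50 mM citrate/phosphate pH 5.0, 0.01% Tween-20; stop pH 10; fluorescence 365/440; AC50 via Hill.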
TRb SRC2 PPI = qHTS for Inhibitors of the Interaction of Thyroid Hormone Receptor and Steroid Receptor Coregulator 2; AID 1469, 2008; Thyroid hormone receptor beta (Homo sapiens), P10828; Potency, µM (series often up to 106 µM), for the others: top-dose activity change, negative = inhibition, most hits filed as inhibitors; actives 0.065% (n = 280,000); TRbeta-SRC2 peptide binding, fluorescence polarization; receptor liganded with 1 µM T3;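 also: plate controls were bound peptide for no effect and peptide without receptor for full effect; nearly all actives have a fitted effect of over 50% in size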
Target sequence (P10828 whole entry, looked up): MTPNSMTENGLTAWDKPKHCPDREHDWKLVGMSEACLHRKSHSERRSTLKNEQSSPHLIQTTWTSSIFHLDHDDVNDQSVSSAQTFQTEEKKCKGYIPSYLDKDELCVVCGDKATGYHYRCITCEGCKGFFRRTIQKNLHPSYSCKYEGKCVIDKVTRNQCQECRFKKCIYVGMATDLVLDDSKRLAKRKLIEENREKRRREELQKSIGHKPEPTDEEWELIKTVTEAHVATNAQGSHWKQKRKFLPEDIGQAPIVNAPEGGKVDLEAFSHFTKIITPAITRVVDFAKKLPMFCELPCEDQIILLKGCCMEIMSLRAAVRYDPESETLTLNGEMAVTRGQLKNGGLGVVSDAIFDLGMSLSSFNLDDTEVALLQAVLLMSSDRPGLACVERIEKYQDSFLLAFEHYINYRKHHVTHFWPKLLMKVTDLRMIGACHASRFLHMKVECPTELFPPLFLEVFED
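Each compound concentration gave % activity, normalized to unbound and bound Texas Red SRC2 controls, from polarization read after 5 hr ambient incubation with T3-loaded human TRb LBD.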
Tau ThT inhib = qHTS for Inhibitors of Tau Fibril Formation, Thioflavin T Binding; Microtubule-associated protein tau (Homo sapiens), P10636; recombinant tau K18 P301L, heparin-induced fibrillization, ThT fluorescence; Potency, µM (doses to about 57.4 µM), for inactives: at the highest dose activity, negative = inhibition, hits mostly inhibitors; actives 2.1% (n = 270,000); also: nearly all actives have a fitted effect of over 55% in size
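ThT emission at 510 nm, taken 1 hr after adding 30 uM dye, quantifies aggregates formed when 20 uM heparin acts on human tau K18 P301L for 6 hr at 37 C.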
An asterisk follows results filed as active; ? = inconclusive; / = not tested or not shown; [ ] = remark or other dose. Unless noted, calls follow the shape of the dose curve; as a rule, active = well fitted curve in the direction sought with a large enough effect; inconclusive = small, poorly fitted or top-dose-only effect, or another doubt; inactive = no such curve, though single readings can be large; an effect the other way counts as inactive or inconclusive. Unless noted, % is scaled to controls: 0 for no effect and ±100 for the full control effect; potency is read from the fitted curve at half-maximal effect.

SMILES | L3MBTL1 block | TR SRC2 fluor cs | Tau fluor counter | ALDH1A1 inh | Tau FP inhib | GLA spleen mod | TRb SRC2 PPI | Tau ThT inhib
N#Cc1c(-c2ccccc2)nc(-c2ccncc2)[nH]c1=O | 14% | -2% | 4% | -5% | -2% | -5% | -5% | 2%
CCc1nn2c(=O)cc(COC(=O)c3cccc(NC(=O)c4cccs4)c3)nc2s1 | / | 0% | 0% | / | -5% | / | -10% | -15%
O=C(Nc1ccc(OC(F)(F)F)cc1)C1CCCN(S(=O)(=O)c2cccnc2)C1 (stereo unspecified) | -9% | -6% | -10% | 0% | 5% | 4% | -2% | -2%
COc1ccc(Cn2c(=O)[nH]c3cc(C(=O)N4CCN(c5cccc(Cl)c5)CC4)ccc3c2=O)cc1 | / | -1% | -9% | / | ? | / | 0% | 0%
CN1CCN(c2oc(-c3ccc([N+](=O)[O-])cc3)nc2C#N)CC1 | / | -1% | -14% | / | -3% | 0% | -4% | ?
COC(=O)C1=C(C)NC(=O)NC1c1ccc(N2CCC(c3ccccc3)=N2)cc1 (stereo unspecified) | 10% | ? | -20% | ? | 8% | 22% | -7% | -9%
Cc1ccc(-n2ncc3c(Nc4cccc(Cl)c4)ncnc32)c(C)c1 | / | 0% | ? | / | 25µM* | / | 2% | 3%
COc1ccc(N2CCN(C(=O)CCn3nnc4ccccc43)CC2)cc1 | -2% | -3% | 0% | 15% | 7% | -4% | -5% | -12%
COc1ccc2[nH]cc(CCNc3ncnc4ccc(-c5ccc(C(=O)N(C)C)cc5)cc34)c2c1 | / | -8% | ? | 25µM* | 17% | -7% | -2% | ?
CCCNC(=O)c1ccc(Cn2cc(C(F)(F)F)ccc2=O)cc1 | 3% | -5% | 4% | 1% | 2% | -2% | -1% | 5%
O=C(N/N=C/c1ccc(O)cc1)c1nc(-c2ccccc2)n(-c2ccccc2)n1 | 5% | -5% | -9% | 2% | 8% | -3% | 2% | -17%
O=C(CN1CCC(n2nnc3ccccc32)CC1)Nc1ccc2c(c1)CCC2 | -3% | 0% | -13% | -6% | 6% | -4% | -4% | -12%
CCN(c1ccccc1)S(=O)(=O)c1ccc2[nH]c(=O)[nH]c2c1 | -7% | -1% | ? | 0% | 1% | -2% | 9% | -20%
CCCCN(CC)C(=O)Cn1cc2c(n1)-c1c(oc(C(=O)N3CCCC3)c1C)CC2 | / | -1% | 3% | / | 3% | / | 2% | -5%
O=C(COC(=O)c1cc(-c2cccs2)nn1-c1ccccc1)Nc1ccc(Cl)c([N+](=O)[O-])c1 | -8% | -5% | -3% | ? | 8% | -4% | -3% | 6%
C=CCn1c(SCC(=O)Nc2ccc(-c3nc4ccc(C)cc4s3)cc2)nnc1-c1ccccc1 | ? | -6% | -22% | ? | -11% | 12% | -1% | ?
CC(C)(C)OCC(NC(=O)C(CC(N)=O)NC(=O)OC(C)(C)C)C(=O)OC(C)(C)C (stereo unspecified) | 10% | -3% | -4% | 13% | -3% | 1% | -5% | -4%
CCOC(=O)N1CCC(NC(=O)c2cnn(-c3ccc(C)cc3C)c2C2CCN(C(=O)OC(C)(C)C)CC2)CC1 | / | 2% | 0% | / | -5% | / | 7% | -4%
O=C(COC(=O)c1ccc(NS(=O)(=O)c2cccs2)cc1)NCC1CCCO1 (stereo unspecified) | 0% | -2% | 3% | ? | 2% | 6% | -4% | -4%
O=C(O)CCC(=O)N1CCc2cc(S(=O)(=O)N3CCN(c4ccc(F)cc4)CC3)ccc21 | / | 2% | -9% | 24% | 0% | 4% | -20% | -6%
CCCCC1CC1C(=O)Nc1ncc2c(n1)CC(C)(C)CC2=O (stereo unspecified) | ? | 1% | -2% | ? | 1% | -1% | 7% | -9%
CCOc1ccc(CNC(=O)CCCn2c(=O)c3cccn3c3cccnc32)cc1 | / | -1% | -7% | / | -1% | / | 2% | 1%
O=C(O)c1ccc2c(c1)C(=O)N([C@]1(C(=O)O)C[C@H]1c1ccccc1)C2=O | 10% | -3% | / | / | / | 1% | -5% | /
CC1CCN(c2c(NCc3ccc(C(=O)N4c5ccccc5CC4C)cc3)c(=O)c2=O)CC1 (stereo unspecified) | -4% | 0% | -12% | -11% | 8% | 0% | -1% | -9%
CCN(c1ccccc1)S(=O)(=O)c1cc(NC(=O)Nc2ccccc2C#N)ccc1Cl | 1% | 0% | -20% | 26% | -13% | 4% | -8% | -8%

Part of the list above, set out differently.
| Structure | L3MBTL1 block | TR SRC2 fluor cs | Tau fluor counter | ALDH1A1 inh | Tau FP inhib | GLA spleen mod | TRb SRC2 PPI | Tau ThT inhib |
| --- | --- | --- | --- | --- | --- | --- | --- | --- |
| CCN(c1ccccc1)S(=O)(=O)c1cc(NC(=O)Nc2ccccc2C#N)ccc1Cl | 1% | 0% | -20% | 26% | -13% | 4% | -8% | -8% |
| COC(=O)C1=C(C)NC(=O)NC1c1ccc(N2CCC(c3ccccc3)=N2)cc1 (stereo unspecified) | 10% | ? | -20% | ? | 8% | 22% | -7% | -9% |

(continued)
SMILES | L3MBTL1 block | TR SRC2 fluor cs | Tau fluor counter | ALDH1A1 inh | Tau FP inhib | GLA spleen mod | TRb SRC2 PPI | Tau ThT inhib
COc1ccc(-n2cc(CNC3CCOCC3)c(-c3cccc(F)c3)n2)cc1 | 0% | -4% | -10% | ? | 3% | 4% | -2% | -3%
CC1Cc2nc(SCC(=O)Nc3ccc(F)cc3F)n(C)c(=O)c2S1 (stereo unspecified) | -2% | 0% | -1% | ? | -1% | 0% | 2% | -10%
N#CCCn1c(=O)n(CCC#N)c2ccccc21 | 5% | -3% | 14% | 5% | 0% | -3% | -1% | 8%
CCCC(=O)N(Cc1cc2cc(C)ccc2[nH]c1=O)c1ccccc1OC | / | -2% | -5% | ? | 3% | -5% | -17% | -16%
CCOc1cc(CNC(=O)Cn2c(=O)c3cccn3c3ccc(F)cc32)cc(OCC)c1OCC | / | -3% | 0% | / | -7% | / | 7% | -3%
CCCOC(=O)c1ccc(NC(=O)Cn2nnc3sc4c(c3c2=O)CCC(C(C)(C)C)C4)cc1 (stereo unspecified) | / | 0% | -19% | / | -21% | / | -4% | 4%
CC(C)(C)C1CCC(OCC(O)CN2CCN(Cc3ccccc3)CC2)CC1 (stereo unspecified) | -1% | -32% | -3% | -1% | 11% | -1% | 2% | -9%
COCCn1cnc2c1c(=O)n(CC(=O)OCC(=O)NCC(F)(F)F)c(=O)n2Cc1ccccc1 | 5% | 4% | 2% | 2% | 11% | -1% | -2% | 3%
CN(C)c1cc(N)c2ccccc2n1 (tested in a mixture with another compound) | / | 2% | -2% | -7% | -4% | 3% | -8% | -2%
NC(=O)C1(N2CCCCC2)CCN(C2CC(=O)N(CCc3ccccc3)C2=O)CC1 (stereo unspecified) | / | 2% | -2% | -2% | 0% | -6% | 4% | -5%
CC(CNC(=O)CN1C(=O)c2cccnc2Oc2ccc(Cl)cc21)c1ccccc1 (stereo unspecified) | / | 9% | -10% | / | ? | / | 1% | -11%
CCOC(=O)c1c(S(=O)(=O)N2CCC(C(=O)NCc3ccc(F)cc3)CC2)c(C)n(C)c1C | / | -2% | -14% | / | -3% | / | -1% | -3%
CCC1=NN(C(=O)C(=O)Nc2ccc(OC)cc2)C(O)(C(F)(F)F)C1 (stereo unspecified) | -1% | -5% | -13% | ? | 4% | -7% | 10% | ?
CCCCNC(=O)CCn1c(=O)c2ccccc2n(CC(=O)Nc2ccccc2OCC)c1=O | 6% | 2% | 1% | 0% | 7% | 0% | 5% | -2%
O=c1oc2ccccc2cc1-c1cn2cccnc2n1 | / | 2% | -6% | ? | -1% | 12% | -3% | ?
Cc1nnc(SCCn2c(N3CCCCCC3)nc3c2c(=O)[nH]c(=O)n3C)s1 | -1% | 0% | -2% | -19% | 6% | -21% | -2% | 0%
COc1ccc(OC)c(S(=O)(=O)N2CCN(C)CC2)c1 | -10% | 0% | 4% | -2% | 5% | -18% | 0% | 5%
O=C(Nc1ccc2c(c1)C(=O)OC2)Nc1cccc2ccccc12 | 44%[activator] | 1% | -2% | 4% | -7% | 5% | -3% | 7%

Grouped by structure, the entries above with an aryl methoxy group.
SMILES | L3MBTL1 block | TR SRC2 fluor cs | Tau fluor counter | ALDH1A1 inh | Tau FP inhib | GLA spleen mod | TRb SRC2 PPI | Tau ThT inhib
COc1ccc(Cn2c(=O)[nH]c3cc(C(=O)N4CCN(c5cccc(Cl)c5)CC4)ccc3c2=O)cc1 | / | -1% | -9% | / | ? | / | 0% | 0%
COc1ccc(N2CCN(C(=O)CCn3nnc4ccccc43)CC2)cc1 | -2% | -3% | 0% | 15% | 7% | -4% | -5% | -12%
COc1ccc2[nH]cc(CCNc3ncnc4ccc(-c5ccc(C(=O)N(C)C)cc5)cc34)c2c1 | / | -8% | ? | 25µM* | 17% | -7% | -2% | ?
COc1ccc(-n2cc(CNC3CCOCC3)c(-c3cccc(F)c3)n2)cc1 | 0% | -4% | -10% | ? | 3% | 4% | -2% | -3%
CCCC(=O)N(Cc1cc2cc(C)ccc2[nH]c1=O)c1ccccc1OC | / | -2% | -5% | ? | 3% | -5% | -17% | -16%
CCC1=NN(C(=O)C(=O)Nc2ccc(OC)cc2)C(O)(C(F)(F)F)C1 (stereo unspecified) | -1% | -5% | -13% | ? | 4% | -7% | 10% | ?
COc1ccc(OC)c(S(=O)(=O)N2CCN(C)CC2)c1 | -10% | 0% | 4% | -2% | 5% | -18% | 0% | 5%

This is a random part of the collection; any-hit rate near 8.5%.
